# TNAP activators – human TNAP enzyme activators, primary screen, biochemical, luminescent, no phosphate acceptor, uHTS (AID 1001) | Alkaline phosphatase, tissue-nonspecific isozyme (Homo sapiens) | 200,000 tested, 0.03% active | purified TNAP, luminescent activation assay, no phosphate acceptor; higher activation fold means a stronger effect | one-dose activation fold at 20 µM; EC50 in µM for titrated hits; in the data active = activation fold from about 3, or a potency from the dose series; inactive = the rest, 99 in 100 with activation fold below about 1.6; note: many of its hits are not listed in these tables
# UTI89 phage lysis – inhibition of K1F phage lysis, E. coli UTI89, bacterial capsule biogenesis inhibitors, alamar blue (AID 488966). E. coli UTI89 K1F phage lysis, alamar blue, 2 h; higher % means a stronger effect. inhibition, % at 100 µM, or IC50 in µM where a hit was titrated. 340,000 tested, 0.02% active;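 active = phage lysis inhibition, versus mean bacterial control, above a set limit; inconclusive = no clear call, values can overlap the other calls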;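 note: capsule biogenesis inhibitors block K1F phage lysis so surviving cells raise fluorescence; higher fluorescence means more inhibition of phage lysis; actives were called in the ten point dose series up to 300 µM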
# SV40 large T antigen – SV40 large T antigen inhibitors, biochemical (AID 1903); SV40 large T antigen ATPase/helicase inhibition assay; higher % means a stronger effect; inhibition, % at 20 µM; hits with a dose series show IC50 in µM; 310,000 tested, 0.39% active; in the data active = a potency from the dose series; inconclusive = inhibition mostly from about 32% at the one dose, without a potency; inactive = the rest, 99 in 100 with inhibition below about 32%; note: strong numbers were not always called active
# T cell modulator – modulators of CD8 T cell-vesicle binding, primary screen, mouse 2C CD8+ T cells, flow cytometry | 2C CD8+ T cell-vesicle binding; hits give low values | calls only at 7 µM | 330,000 tested, 0.068% active | AID 2052, 2009;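 active = response, share of CD8 T cells binding vesicles, and their 90th percentile fluorescence all below set limits, cut at about 80% in these data, passing the limit was not always enough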
#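 material = purified 2C TCR transgenic mouse naive CD8+ T cells | controls = Unloaded micro-vesicles (low), QL9 vesicles with 0.7% DMSO (high) | detection = cytometric PE anti-B7-1 and Alexa647 anti-CD8 signals after 1% paraformaldehyde fixation | incubation = binding step 1.5 h, 37 °C, antibody labelling 20 min, ice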
# PhoP inhibition – inhibitors of PhoP regulon expression, primary screen, Salmonella Typhimurium, GFP reporter (AID 1863); S. Typhimurium PhoP-regulated promoter GFP reporter, 4 h; higher % means a stronger effect; one-dose inhibition, % at 50 µM; IC50 in µM for titrated hits; 300,000 tested, 0.16% active;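 active = inhibition over 29.93%, a cutoff 3 SD above the screen mean, later confirmed by dose response; inconclusive = inhibition over 29.93% but no dose response follow-up; inactive = inhibition at most 29.93% or unconfirmed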;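 note: 0% = low Mg2+ inducing control and 100% = high Mg2+ repressing control; strong numbers were not always called active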
# Myeloid diff 2 – induction of myeloid progenitor differentiation, primary screen, cell-based, flow cytometry, MLPCN library; ER-HoxA9 myeloid progenitors, lysozyme-GFP differentiation; calls only at 10 µM; 360,000 tested, 1% active;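 active = normalized GFP-positive differentiation at or above the plate's own cutoff, the solvent-only control mean plus 3 SD; inconclusive = no clear call, values can overlap the other calls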;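 note: cells exposed to compound for four days before flow analysis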
# RSV antiviral HEp-2 – RSV antiviral activity via CPE protection, HEp-2 cells, primary 10 µM value included (AID 2391); one-dose CPE inhibition, % at 10 µM; IC50 in µM for titrated hits; 310,000 tested, 0.13% active; HEp-2 cells, RSV-induced CPE inhibition; higher % means a stronger effect; in the data active = a potency from the dose series; inconclusive = CPE inhibition mostly from about 23% at the one dose, without a potency; inactive = the rest, 99 in 100 with CPE inhibition below about 21%; note: strong numbers were not always called active
# NTR1 ag – agonists of NTR1, primary screen, imaging, U2OS cells, beta-arrestin-GFP, high content (AID 493036); NTR1-U2OS beta-arrestin-GFP spot imaging, agonist mode; activation, % at 20 µM; 330,000 tested, 0.17% active;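 active = activation at or above 40% of the spot to cytoplasm intensity ratio, with at least 20 cells analyzed; inconclusive = wells under 20 cells, flagged as cytotoxic or low count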;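 note: 0% = DMSO without peptide and 100% = 100 nM NTR1 peptide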
# Target sequence (P30989 whole entry, looked up): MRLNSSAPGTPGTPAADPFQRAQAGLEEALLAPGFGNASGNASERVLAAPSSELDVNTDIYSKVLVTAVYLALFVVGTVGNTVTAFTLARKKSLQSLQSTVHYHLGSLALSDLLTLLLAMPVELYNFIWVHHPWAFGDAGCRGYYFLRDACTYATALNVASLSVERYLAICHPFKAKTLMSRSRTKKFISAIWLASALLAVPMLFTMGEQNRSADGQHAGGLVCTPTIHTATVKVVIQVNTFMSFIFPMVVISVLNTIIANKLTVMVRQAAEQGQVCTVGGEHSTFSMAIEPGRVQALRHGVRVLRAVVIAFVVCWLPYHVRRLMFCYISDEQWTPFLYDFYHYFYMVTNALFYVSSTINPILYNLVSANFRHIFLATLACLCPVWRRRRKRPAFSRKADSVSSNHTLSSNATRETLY
# MgcRacGAP inhibition – MgcRacGAP GTPase-activating activity inhibitors, confirmation, biochemical, ADP Hunter fluorescence; Rac GTPase-activating protein 1 (Homo sapiens); MgcRacGAP-stimulated Rac1 GTP hydrolysis, ADP Hunter fluorescence; higher % means a stronger effect; GST-tagged Rac1 F28L mutant substrate; inhibition, % at 30 µM, or IC50 in µM where a hit was titrated; 340,000 tested, 0.6% active;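 active = first-screen hits whose inhibition reached a set limit at any dose in the follow-up dose series; inconclusive = inhibition above the set first-screen limit but never retested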;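 note: fluorescence reports GDP produced by GAP-driven GTP hydrolysis; strong numbers were not always called active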
# T cell modulator vesicle-bound % – second read-out of T cell modulator, no call of its own (marks repeat the call); double positive events, %; measured here: CD8+ vesicle-bound cell fraction;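 binding gate set so that unloaded-vesicle control wells show 10% double positive cells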
# NTR1 ag cell count 20 µM – recorded beside NTR1 ag, whose call it bears; cell count; measured here: cell count, cytotoxicity flag
# Myeloid diff 2 GFP+ MAC1+ % – also measured in Myeloid diff 2; calls as there; GFP+ MAC1+ double positive, %; measured here: differentiation confirmed by MAC1 staining
# * marks the source's active call; other numbers are inactive results; i = inactive; ? = inconclusive; nt = not tested or not shown; + = active, no number; [ ] = another dose, or the depositor's remark.
SMILES,TNAP activators,UTI89 phage lysis,SV40 large T antigen,T cell modulator,T cell modulator vesicle-bound %,PhoP inhibition,Myeloid diff 2,Myeloid diff 2 GFP+ MAC1+ %,RSV antiviral HEp-2,NTR1 ag,NTR1 ag cell count 20 µM,MgcRacGAP inhibition
O=C(NCc1cccc(Cl)c1)c1cccnc1,1,2.7%,0%,i,8,6%,i,0.7,0.1%,-0.4,72,-1%
Cc1cc(C)c(C(=O)OCC(=O)Nc2cccc(S(=O)(=O)N3CCCCC3)c2)c(C)c1,nt,1.2%[50 µM],24%,i,22,-2%,i,0.7,?,6.2,67,11%
O=C(CCCN1CCOC(c2ccccc2)C1)c1ccc(F)cc1 (stereo not given),nt,0.1%,3%,i,12,8%,i,0.7,1.6%,0.4,70,11%
CCc1nnc(NC(=O)CCC(=O)N2CCN(S(=O)(=O)c3cc(Cl)ccc3OC)CC2)s1,nt,-2.1%,-2%,i,22,2%,i,1.0,0.2%,0.1,49,-8%
COC(=O)c1ccc2c(=O)n(Cc3ccc(C(=O)NCCCN4CCC(C)CC4)cc3)c(=S)[nH]c2c1,1.1,0.3%,24%,i,52,3%,nt,nt,0.9%,-0.9,45,8%
COc1ccc(CN2CCNC(=O)C2CC(=O)NCCCn2nnc3ccccc32)cc1C (stereo not given),nt,0.2%,9%,i,28,0%,i,0.5,1.1%,0.6,58,9%
O=S(=O)(Nc1ccc(-c2cn3ccsc3n2)cc1)c1ccc2c(c1)OCCO2,1.2,0.0%,-7%,i,46,18%,i,1.5,5.4%,0.5,92,7%
COCC(C)NCC(=O)NC(C)CCc1ccccc1 (stereo not given),1.1,-0.2%,4%,i,25,-6%,i,0.5,1.5%,0.3,61,21%
Cc1ccc(/C(=N\S(=O)(=O)c2ccc(Br)cc2)Nc2ccccc2C)cc1,nt,0.6%,6%,i,20,-3%,i,2.3,2.2%,1.7,39,4%
CCCCCC1CC(CC(=O)Nc2ccc([N+](=O)[O-])cc2)C(=O)O1 (stereo not given),0.9,0.1%,-1%,i,63,15%,i,0.7,14%,1.0,79,6%
CCCCON1C(=O)c2cccc3cccc(c23)C1=O,nt,1.1%,5%,i,30,-2%,i,0.4,2.5%,-1.2,54,6%
Cc1c(/C=N\NC(=O)C2COc3ccc(C(C)(C)C)cc3O2)c2ccccc2n1C (stereo not given),1.1,0.5%,13%,i,9,-8%,i,0.2,14%,20,77,7%
COc1ccc2cc(CN(C(=O)Nc3ccccc3)C3CCCC3)c(=O)[nH]c2c1,1,0.1%,16%,i,25,-7%,i,0.8,0.8%,0.4,76,8%
O=C1N(Cc2ccc(F)cc2Cl)c2ccccc2C12OCCCO2,0.8,-1.0%,3%,i,5,-4%,i,5.4,-1.4%,3.3,55,10%
OC(c1ccccc1)(c1ccc(F)cc1)C(c1ccccc1)N1CCOCC1 (stereo not given),1.1,1.1%,1%,i,38,0%,i,0.7,0.3%,6.2,49,11%
CCOC(=O)c1cc(CC)sc1NC(=O)c1ccc2c(c1)OCCO2,1.1,-0.3%,22%,i,8,6%,i,0.5,50%,4.4,83,3%
CCc1cc(=O)oc2cc(OCC(=O)NCCCn3ccnc3)ccc12,nt,0.2%,15%,i,35,-11%,?,nt,-1.6%,-0.4,63,nt
CC(=O)NC12CC3CC(C1)CC(C(=O)OCC(=O)c1cc(C)n(C)c1C)(C3)C2,nt,0.8%[50 µM],nt,i,25,nt,i,0.7,nt,0.0,58,5%
O=C(N/N=C/c1ccco1)c1[nH]ncc1Br,nt,0.3%,-3%,i,15,16%,i,0.5,-0.2%,-1.0,62,7%
CC12CCC(C(=O)N(c3ccccc3Cl)C1=O)C2(C)C (stereo not given),1.1,0.1%,7%,i,63,-4%,i,0.0,0.8%,1.1,88,-1%
NC(=O)NC(CC(=O)OCC(=O)NC(=O)NCc1ccco1)c1ccc(Cl)cc1 (stereo not given),1,0.5%,9%,i,19,-3%,i,0.7,1.0%,-1.0,68,6%
COc1ccc(C)cc1NC(=O)c1ccc(NS(=O)(=O)c2c(C)noc2C)cc1,nt,-0.2%,7%,i,16,-2%,i,2.6,11%,0.5,54,1%
Cc1cccc(NC(=O)Cn2c(/C=C/c3ccccc3)nc3ccccc32)c1,1.2,-0.5%,17%,i,46,30%,i,0.2,2.1%,0.7,54,7%
Cn1c(Cn2c(=O)sc3ccccc32)nnc1SCC(=O)NC1CCCCC1,1.1,-1.7%,4%,+,17*,-7%,i,3.2,0.7%,0.0,57,-6%
CCOc1cc2[nH]c(=S)n(CC3CCCO3)c(=O)c2cc1OCC (stereo not given),1.1,0.3%,-8%,i,26,3%,i,1.3,-0.6%,7.7,89,11%
Cn1nnc2cc(C(=O)N3CCN(c4ccccc4)CC3)ccc21,1.1,1.1%,5%,i,48,-10%,i,2.6,0.5%,-2.7,92,1%
CN1CCN(c2ccccc2NC(=O)c2cc3c(s2)-c2ccccc2OC3)CC1,nt,0.6%,3%,i,9,-2%,i,0.0,-3.1%,2.3,55,9%
O=C(CCC(=O)Nc1ccc(F)cc1)N/N=C/c1ccccc1O,1.8,0.0%,-2%,i,57,12%,i,0.5,-0.3%,0.6,96,13%
CN(c1ccccc1)c1nc(N2CCCC2)nc(-n2ccnc2)n1,1.1,2.0%,16%,i,49,3%,i,0.4,18%,7.8,74,10%
CCC(=O)c1ccc(OCC(=O)OCC(=O)N2CCN(c3ccc(OC)cc3)CC2)cc1,nt,1.7%[50 µM],14%,i,19,-1%,i,0.3,1.4%,1.1,48,17%
COc1ccc(S(=O)(=O)N2CCN3CCCC3C2)cc1 (stereo not given),nt,-0.1%,12%,i,56,11%,i,0.3,0.4%,0.4,61,4%
O=[N+]([O-])c1cc(Cl)ccc1N1CCN(c2cccc(C(F)(F)F)c2)CC1,1.1,0.5%[50 µM],19%,i,60,-6%,i,1.1,7.7%,3.2,44,7%
Cc1cc(C(=O)OCC(=O)N2C(C)CCCC2C)c2ccccc2n1 (stereo not given),nt,0.5%,nt,i,25,nt,i,2.7,nt,2.8,65,2%
c1ccc(CNC2=NCCC2)nc1,1.1,-0.3%,-2%,i,38,-17%,i,0.8,0.6%,0.2,78,0%
Cc1ccc2[nH]c(=O)c(CN(CCO)Cc3nnnn3CCc3ccccc3)cc2c1,1.1,-1.2%,19%,i,58,-19%,i,0.3,2.0%,1.0,55,4%
CN1CCCC(C(=O)C(C#N)c2ccccc2)C1 (stereo not given),1,9.1%,1%,i,57,23%,i,0.5,2.3%,1.8,55,11%
Cc1ccc(NC(=O)CCCSc2ccccc2)cc1S(=O)(=O)N1CCOCC1,1.1,0.3%,1%,i,7,0%,i,0.6,5.6%,-0.3,49,0%
CC(C)Cc1nnc(NC(=O)Cc2ccccc2[N+](=O)[O-])s1,1,2.8%[50 µM],5%,i,46,-14%,i,0.7,1.1%,-0.5,63,9%
COc1ccc(/C=N/NC(=O)Cn2cnc3c2c(=O)n(C)c(=O)n3C)c(OC)c1OC,nt,nt,10%,i,4,2%,i,0.4,-0.2%,0.3,55,nt
CNS(=O)(=O)c1cccc(C(=O)OCC(=O)c2cc(C)n(-c3ccc4c(c3)OCO4)c2C)c1,1,-0.3%,2%,i,25,9%,i,0.7,12%,1.1,42,8%
CC(C)Oc1ccc(S(=O)(=O)N2CCCCC2)cc1NC(=O)CN1C(=O)NC(C)(C2CC2)C1=O (stereo not given),nt,1.3%[50 µM],nt,i,4,nt,i,0.2,1.8%,0.9,53,6%
COc1ccc(C(=O)N2CCN(CCCc3ccccc3)CC2)cc1OC,nt,0.2%,0%,i,59,1%,i,0.3,12%,-1.5,69,123µM*
COc1ccc2nc(N3C(=O)C(O)=C(C(=O)c4ccco4)C3c3ccc(C)o3)sc2c1 (stereo not given),nt,-1.9%[50 µM],nt,nt,nt,nt,i,1.3,nt,1.3,63,14%
O=C(NCc1cccnc1)C(C(=O)c1ccc(F)cc1)n1ccccc1=O (stereo not given),1.1,-0.3%,2%,i,49,-6%,i,0.8,1.0%,-1.2,68,-3%
CC(Oc1ccc(Cl)cc1Cl)c1nc(-c2ccc(NC(=O)c3cccnc3)cc2)no1 (stereo not given),1.1,-0.1%,6%,i,28,23%,?,nt,21%,15,64,-7%
Cc1ccc(C2=NS(=O)(=O)N(C)C(C(=O)N3CCCCC3)=C2)cc1,nt,6.7%,9%,i,32,nt,i,2.3,0.5%,-0.5,89,6%
Cc1cc(OCC(=O)N(C(C)C)C(C)C)ccc1Cl,1.2,0.2%,14%,i,52,-3%,i,0.5,-1.2%,-0.4,55,-1%
COC(=O)c1ccc(-n2cc(-c3ccc(OC)cc3)[nH]c2=S)cc1,1,8.1%,8%,i,38,12%,i,0.5,-0.1%,nt,nt,-34%
C/C(=N\NC(=O)c1cc(-c2ccco2)nc2ccccc12)c1cccnc1,1,0.2%,9%,i,22,1%,i,0.6,-0.4%,-0.4,34,9%
CCN(c1ccccc1)S(=O)(=O)c1ccc(OC)c(NC(=O)COc2ccc(C(C)=O)cc2)c1,nt,1.2%[50 µM],13%,i,26,-5%,i,0.4,3.5%,-0.4,63,3%
COc1ccc(CNC(=S)NCc2ccc(F)cc2)cc1OC,nt,-0.4%,2%,i,64,-5%,i,0.0,9.6%,0.7,57,5%
O=c1[nH]c2ccccc2nc1/C=C/c1ccc(F)cc1,1.1,2.3%,1%,i,38,-6%,+,0.4*,4.2%,-2.6,94,3%
CC(=O)c1ccc(NC2CC(O)C(O)CO2)cc1 (stereo not given),1.1,-0.3%,9%,i,33,5%,i,0.5,1.4%,2.4,81,6%
CCOCCCNC(=O)c1cn(CC)c2ccc(S(=O)(=O)N(C)C3CCCCC3)cc2c1=O,nt,-0.4%,13%,i,32,1%,i,1.3,4.7%,-0.1,61,1%

# Compound activity from PubChem BioAssay.
